Assay outcomes deposited in PubChem BioAssay by National Center for Advancing Translational Sciences (NCATS).
Pol kappa inh – inhibitors of human DNA polymerase kappa. Potency, µM (series often up to 107 µM), without a hit: top-dose activity, negative = inhibition, usual class: inhibitors. AID 588579. purified Pol kappa, fluorescent DNA synthesis assay, 10 min. 400,000 tested, 0.53% active. Q9UBT6; note: potency is the fitted concentration of half-maximal effect; % is set by controls: 0 for no effect and ±100 for the full control effect
Target sequence (Q9UBT6 whole entry, looked up): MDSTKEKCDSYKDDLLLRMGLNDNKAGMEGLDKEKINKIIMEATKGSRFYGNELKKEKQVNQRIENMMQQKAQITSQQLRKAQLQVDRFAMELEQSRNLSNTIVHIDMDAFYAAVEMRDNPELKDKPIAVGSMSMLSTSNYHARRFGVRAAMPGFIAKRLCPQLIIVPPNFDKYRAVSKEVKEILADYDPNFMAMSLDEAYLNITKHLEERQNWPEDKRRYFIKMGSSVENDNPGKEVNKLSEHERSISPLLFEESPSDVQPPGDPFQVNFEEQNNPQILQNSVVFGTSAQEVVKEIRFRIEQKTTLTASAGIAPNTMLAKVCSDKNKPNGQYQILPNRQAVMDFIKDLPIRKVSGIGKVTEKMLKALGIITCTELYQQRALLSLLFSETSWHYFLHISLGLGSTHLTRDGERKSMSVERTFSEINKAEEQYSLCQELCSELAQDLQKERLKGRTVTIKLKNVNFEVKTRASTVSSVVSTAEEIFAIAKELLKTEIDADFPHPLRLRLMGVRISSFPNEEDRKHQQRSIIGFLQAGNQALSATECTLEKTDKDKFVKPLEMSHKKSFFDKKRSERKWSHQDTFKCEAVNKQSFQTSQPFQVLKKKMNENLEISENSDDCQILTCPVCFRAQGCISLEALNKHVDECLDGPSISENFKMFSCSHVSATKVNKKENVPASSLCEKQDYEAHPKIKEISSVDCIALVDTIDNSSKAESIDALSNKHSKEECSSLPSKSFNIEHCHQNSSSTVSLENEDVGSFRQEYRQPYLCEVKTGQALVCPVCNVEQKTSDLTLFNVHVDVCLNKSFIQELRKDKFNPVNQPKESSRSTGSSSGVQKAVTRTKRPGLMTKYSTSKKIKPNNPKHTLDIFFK
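Kinetic fluorescence readout at 0 and 10 min followed reaction start with substrate at 50 nM final. Beforehand, enzyme (10 nM Pol kappa) stood 15 min with compound at room temperature; buffer-only wells were negative controls.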
Pol eta inh – blocks human DNA polymerase eta activity; Q9Y253; Potency, µM (titrated, usually from 114 µM), inactives show at the highest dose activity change, negative = inhibition, actives largely listed as inhibitors; AID 588591; recombinant Pol eta, fluorescent DNA replication assay; 390,000 tested, 1.2% active; note: potency is the fitted concentration of half-maximal effect; % is set by controls: 0 for no effect and ±100 for the full control effect
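Pol eta at 10 nM preincubated with compounds 15 min at room temperature; reaction started with fluorescent substrate (50 nM final) and read kinetically at 0 and 10 min.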
POLI inh – DNA polymerase iota (human) inhibition | 390,000 tested, 1% active | Potency, µM (doses to about 115 µM), for the others: top-dose activity, negative = inhibition, actives largely listed as inhibitors | AID 588590 | Q9UNA4 | Pol iota fluorescent replication assay, 10 min; note: potency is the fitted concentration of half-maximal effect
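Fluorescent replication assay read twice, at 0 min and 10 min after adding 50 nM (final) substrate. Enzyme (10 nM) and compounds were first incubated 15 min at room temperature; enzyme-free buffer wells were negative controls.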
RXFP1 antagonist – antagonists of human relaxin receptor RXFP1 | Q9HBX9 | HEK293-RXFP1, relaxin-stimulated cAMP HTRF, 30 min; active compounds read low | activity change, negative = inhibition, % at 57.5 µM | 350,000 tested, 0.59% active | AID 1259400;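 active = activity change of -60% or lower, but not beyond a set lower limit; inconclusive = change between -60% and -40%, or beyond the set limit; inactive = change above -40%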; note: % is set by controls: 0 for no effect and ±100 for the full control effect
BLM inh – Bloom syndrome helicase (human) inhibition; P54132; recombinant BLM DNA unwinding, fluorescence dequenching; Potency, µM (series often up to 56.1 µM), inactives show top-dose activity change, negative = inhibition, hits mostly inhibitors; 350,000 tested, 0.2% active; AID 2528;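 note: potency is the fitted concentration of half-maximal effect; plate controls were vehicle for no effect and no enzyme for full effect; nearly all actives have a fitted effect of over 35% in size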
Pol beta inh – DNA polymerase beta (human) inhibition; P06746; Pol beta primer extension/strand displacement, fluorescence kinetic; Potency, µM (highest dose often 114 µM), inactives show top-dose activity change, negative = inhibition, actives largely listed as inhibitors; 340,000 tested, 1.3% active; AID 485314; note: potency is the fitted concentration of half-maximal effect; % is set by controls: 0 for no effect and ±100 for the full control effect
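Enzyme-only controls used 10 nM Pol beta; buffer lacking enzyme served as negative control. Compound preincubated 15 min, then 50 nM substrate added; 0 and 10 min reads at room temperature.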
APE1 inh – APE1 (human) endonuclease inhibition; P27695; recombinant APE1, TAMRA/BHQ-2 abasic DNA cleavage fluorescence; Potency, µM (doses to about 65.8 µM), without a hit: at the highest dose activity change, negative = inhibition, hits mostly inhibitors; 350,000 tested, 0.35% active;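 note: potency is the fitted concentration of half-maximal effect; plate controls were vehicle for no effect and reference inhibitor for full effect; nearly all actives have a fitted effect of over 55% in size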
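Enzyme (0.75 nM final) and test compound are incubated 15 min at room temperature before adding 50 nM quenched THF abasic-site duplex. Cleavage dequenches TAMRA, followed at 525/598 nm over three reads one minute apart.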
Anesthetic bind – binds horse apoferritin like a general anesthetic | apoferritin/1-aminoanthracene competitive binding, fluorescence | Potency, µM (titrated, usually from 77.5 µM), inactives show at the highest dose activity change, negative = displacement, actives largely listed as inhibitors | 350,000 tested, 0.074% active; note: potency is the fitted concentration of half-maximal effect; % is set by controls: 0 for no effect and ±100 for the full control effect; nearly all actives have a fitted effect of over 20% in size
Target sequence (P02791 2-175 limits assumed): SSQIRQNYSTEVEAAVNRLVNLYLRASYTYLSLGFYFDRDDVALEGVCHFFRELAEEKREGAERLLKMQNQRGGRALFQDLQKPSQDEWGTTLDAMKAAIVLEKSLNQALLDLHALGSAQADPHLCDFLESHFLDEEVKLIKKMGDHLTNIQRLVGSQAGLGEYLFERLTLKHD
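Horse-spleen apoferritin (10 uM) was mixed with 50% saturated 1-aminoanthracene in PBS, exposed to compounds for 10 min at room temperature, and read for fluorescence (ex 380 nm, em 535 nm). Competitive displacement was fitted with a four-parameter Hill equation.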
Tb PGK inh – inhibitors of T. brucei phosphoglycerate kinase | PGK/GAPDH coupled, Kinase-Glo luminescence, 60 min | Potency, µM (doses to about 57.5 µM), without a hit: at the top dose activity change, negative = inhibition, usual class: inhibitors | 380,000 tested, 0.043% active | AID 602233; note: potency is the fitted concentration of half-maximal effect; % is set by controls: 0 for no effect and ±100 for the full control effect; nearly all actives have a fitted effect of over 60% in size
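Recombinant glycosomal PGK reaction used 1,3-bisphosphoglycerate generated in-well by GAPDH (100nM final) in 100mM TEA pH 7.6, 5mM MgCl2, 0.01% Tween-20. After 60 minutes at room temperature, ATP was read by Kinase-Glo Plus luminescence end-point.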
* = called active by the depositor; i = inactive; ? = inconclusive; . = not tested or not shown; & = joins results of further samples; [ ] = dose if it differs, or a comment. Unless noted, calls come from the whole dose curve; as a rule, active = well fitted curve in the direction sought with a large enough effect; inconclusive = small, poorly fitted or top-dose-only effect, or another doubt; inactive = no such curve, though single readings can be large; an effect the other way counts as inactive or inconclusive.

SMILES	Pol kappa inh	Pol eta inh	POLI inh	RXFP1 antagonist	BLM inh	Pol beta inh	APE1 inh	Anesthetic bind	Tb PGK inh
COC(=O)c1c(C)[nH]c(C(=O)C(C)[N+]23CCN(CC2)CC3)c1C (centres undefined)	0%	-18%	53%[activator]	-16	3%	?	-6%	-1%	-5%
O=C1NC(=O)N(c2ccccc2)C(=O)/C1=C/c1ccc(Sc2ccccc2)o1	?	?	14%	-109*	-6%	36%	-3%	?	-6%
Cc1ccc(CN2C3CCCC2CC(NC(=O)Nc2cccc(F)c2)C3)cc1 (centres undefined)	6%	-13%	9%	-7	3%	-1%	3%	-18%	-13%
COc1ccc(NC(=O)Nc2cccc3cccnc23)cc1	-16%	-11%	-11%	14	-10%	6%	-5%	?	-10%
CCOC(=O)C(C)(CC)NC(=O)CSP(=S)(OCC)OCC (centres undefined)	-11%[60.1 µM]	2%	23%	-17	-3%	16%	-5%	-10%	-4%
O=C(Nc1ccccc1)NC1CC2CCC(C1)N2 (centres undefined)	-5%	7%	13%	-6	1%	3%	-4%	-7%	-5%
CC1NC(=O)NC(=O)C1Br (centres undefined)	-3%	-20%	19%	-9	.	.	.	.	-2%
C=Cc1ccc(Cn2c(C)c(CNCCc3cc(OC)ccc3OC)c(C(=O)O)c2C)cc1	-10%	8%	3%	-6	3%	?	.	?	20%
O=c1c2ccccc2nc(-c2cccs2)n1-c1ccccc1	-2%	-10%	-4%	-1	-3%	?	2%	-13%	-4%
Cn1c(=O)oc2cc(S(=O)(=O)Nc3cccc([N+](=O)[O-])c3)ccc21	-11%	10%	100%[activator]	8	-1%	-26%	25%	1%	-4%
CN(C(=O)c1ccco1)C1(c2ccccc2Cl)CCCCC1=O (centres undefined)	-13%	-11%	13%	3	0%	10%	0%	-10%	1%
CCCCCCCC(=O)NC(Oc1ccccc1[N+](=O)[O-])C(Cl)(Cl)Cl (centres undefined)	-3%	-10%	47%[activator]	-4	-3%	-3%	4%	?	-1%
Cn1cc([N+](=O)[O-])c(C(=O)Nc2ccc3c(C(F)(F)F)cc(=O)oc3c2)n1	7%	-7%	15%	1	-3%	-8%	21%	-16%	2%
C=C(C)CSc1nc2ncc(Cl)cc2[nH]1	-9%	6%	7%	-7	-11%	?	1%	-19%	-9%
CCC(C)N1C(=O)/C(=C\c2cnc(N(C)C)nc2)C(=O)NC1=S (centres undefined)	2%	-7%	?	-12	-5%	15%	1%	-11%	-5%
S=P(NCCSCc1ccccc1)(N1CC1)N1CC1	5%	-14%	40%[activator]	2	.	.	.	.	2%
O=c1[nH]c(=S)[nH]c(O)c1N=Nc1ccc2c(c1)OCCO2	-4%	-24%	?	-95*	-8%	6%	0%	28%	-16%
CCC(=O)C(CCN1CCOCC1)(c1ccccc1)c1ccccc1	5%	-11%	-10%	-27	.	.	.	.	0%
COC(=O)C1=C(c2ccc(OCc3ccccc3)cc2)C[C@@H]2CC[C@H]1N2C(=O)NC1CCN(Cc2ccccc2)CC1	-6%	-9%	?	.	.	.	7%	.	8%
COc1ccc(C(=O)Nc2cccc(S(=O)(=O)NCc3ccco3)c2)cc1	-21%	-8%	14%	-16	.	.	-6%	.	-10%
COc1ccc(OCC(=O)N2CCCC(N3CCN(c4ccccc4C)CC3)C2)cc1 (centres undefined)	-17%	-14%	5%	-19	-4%	10%	-13%	-15%	6%
O=C(O)[C@@H]1C[C@H]2C[C@@H](CP(=O)(O)O)CC[C@H]2CN1	5%	.	?	.	1%&-3%	.	2%&-3%	1%	.
O=C(O)Cn1cc(/C=C2\C(=O)NC(=O)N(c3ccc(F)cc3)C2=O)c2ccccc21	.	.	.	.	-5%	?	8%	-6%	.
COC(=O)N(C)c1ccc(C(O)(C(=O)OC)C(F)(F)F)cc1 (centres undefined)	2%	-13%	-7%	-2	5%	48%	2%	-12%	.
FC(F)(F)c1ccccc1CCN1CCNCC1	-17%	-22%	5%	1	1%	-19%	47%[activator]	0%	-1%

A draw from above in order of count of non-hydrogen atoms, low to high.
SMILES	Pol kappa inh	Pol eta inh	POLI inh	RXFP1 antagonist	BLM inh	Pol beta inh	APE1 inh	Anesthetic bind	Tb PGK inh
CC1NC(=O)NC(=O)C1Br (centres undefined)	-3%	-20%	19%	-9	.	.	.	.	-2%
O=C(O)[C@@H]1C[C@H]2C[C@@H](CP(=O)(O)O)CC[C@H]2CN1	5%	.	?	.	1%&-3%	.	2%&-3%	1%	.
S=P(NCCSCc1ccccc1)(N1CC1)N1CC1	5%	-14%	40%[activator]	2	.	.	.	.	2%
COC(=O)N(C)c1ccc(C(O)(C(=O)OC)C(F)(F)F)cc1 (centres undefined)	2%	-13%	-7%	-2	5%	48%	2%	-12%	.
CN(C(=O)c1ccco1)C1(c2ccccc2Cl)CCCCC1=O (centres undefined)	-13%	-11%	13%	3	0%	10%	0%	-10%	1%
Cn1c(=O)oc2cc(S(=O)(=O)Nc3cccc([N+](=O)[O-])c3)ccc21	-11%	10%	100%[activator]	8	-1%	-26%	25%	1%	-4%
CCCCCCCC(=O)NC(Oc1ccccc1[N+](=O)[O-])C(Cl)(Cl)Cl (centres undefined)	-3%	-10%	47%[activator]	-4	-3%	-3%	4%	?	-1%
Cn1cc([N+](=O)[O-])c(C(=O)Nc2ccc3c(C(F)(F)F)cc(=O)oc3c2)n1	7%	-7%	15%	1	-3%	-8%	21%	-16%	2%
C=Cc1ccc(Cn2c(C)c(CNCCc3cc(OC)ccc3OC)c(C(=O)O)c2C)cc1	-10%	8%	3%	-6	3%	?	.	?	20%
COC(=O)C1=C(c2ccc(OCc3ccccc3)cc2)C[C@@H]2CC[C@H]1N2C(=O)NC1CCN(Cc2ccccc2)CC1	-6%	-9%	?	.	.	.	7%	.	8%

Later entries.
SMILES	Pol kappa inh	Pol eta inh	POLI inh	RXFP1 antagonist	BLM inh	Pol beta inh	APE1 inh	Anesthetic bind	Tb PGK inh
O=c1[nH]c2ccccc2n1C1CCN(CCCC(c2ccc(F)cc2)c2ccc(F)cc2)CC1	?	-21%	?	-68*	-16%	-4%	3%	-6%	i
CC(C)=CCC[C@](C)(O)C1CC[C@]2(C)[C@@H]1CC[C@@H]1[C@@]3(C)CCC(=O)C(C)(C)[C@@H]3CC[C@]12C (some centres undefined)	3%[60.1 µM]	.	.	.	-12%	.	0%	39%[activator]	.
N#CCC(=O)NN1Cc2ccccc2C1=N	-6%	-23%	20%	-11	2%	14%	2%	-1%	5%
O=C(Nc1ccccc1)c1c(O)c2c(n(Cc3ccco3)c1=O)CCCC2	-1%	-2%	35%[activator]	2	-2%	33%	0%	-2%	-4%
C[C@@H]1C[C@H](C)C[C@H](C)[C@@H](O)CC(=O)O[C@H]([C@H]2CCC[C@H]2C(=O)O)C/C=C/C=C(/C#N)[C@H](O)[C@@H](C)C1	13%[60.1 µM]	.	.	.	-5%	.	-4%	-6%	.
C=CCn1c(O)c(C=Nc2ccc(Cc3ccncc3)cc2)c(=O)[nH]c1=S	-1%	?	25%	0	-9%	40%	-2%	-13%	2%
Cc1nc2ccc(Br)cc2c(=O)n1-c1ccc([N+](=O)[O-])c(C(F)(F)F)c1	-4%	-6%	2%	0	0%	85%	-2%	-9%	-4%
CCCCCSc1cc(OC)c(CCN(C)C)cc1OC	-17%	-17%	-14%	-12	0%	13%	4%	-23%	-10%
O=C1Nc2ccc(Cl)cc2C(c2ccccc2)=NC1O (centres undefined)	-2%[60.1 µM]	.	.	.	-4%	.	-2%	-9%	.
CCCN(CCC)CCc1ccc(O)c(O)c1	1%[60.1 µM]	-5%[57.1 µM]	-2%[58.9 µM]	.	.	4%[57.1 µM]	0%&12%	.	.
Cc1cccc(OP(N)(N)=O)c1C	-3%	-9%	22%	-7	-2%	90%	?	0%	-5%
COc1ccccc1N1CCN(Cc2ccc(F)cc2)CC1	10%	-12%	-9%	-12	-8%	-17%	5%	-2%	i
COc1cc(O)cc2c1C(=O)OC(C)CCCC(=O)CCC/C=C\2 (centres undefined)	-10%	-22%	110%[activator]	-5	-3%	13%	50%[activator]	-4%	6%
Cc1cccc(N2C(=O)CC(=O)NC2=O)c1	-7%	12%	7%	-6	-2%	-1%	1%	5%	4%
O=C(CF)N(O)c1ccc(C=Cc2ccccc2)cc1	0%	2%	-5%	-9	.	.	.	.	-5%
CC(O)(CS(=O)(=O)c1ccccc1)C(=O)Nc1cccc(C(F)(F)F)c1 (centres undefined)	0%	-1%	9%[58.9 µM]	0	-1%	27%	0%	-11%	0%
CSc1ccc(CNC2CN3CCC2CC3)cc1 (centres undefined)	4%	-11%	32%[activator]	-1	-2%	-7%	0%	6%	-4%
CNCC(=O)c1ccccc1	24%	-4%	25%	.	.	.	.	.	-1%
Cc1ccc(S(=O)(=O)Oc2ccccc2C=C2C(=O)N(C)C(=O)N(C)C2=O)cc1	-11%	2%	-18%	-12	0%	-13%	-7%	-15%	-1%
CCC(C)N=Cc1c(O)n(-c2ccccc2)c(=O)[nH]c1=O (centres undefined)	2%	-3%	24%	8	0%	14%	4%	-9%	2%
COc1cccc(-n2c(=S)[nH]c3ccccc3c2=O)c1	1%	-15%	-19%	-7	-2%	4%	?	-1%	-1%
Nc1ccc2cc(Br)ccc2c1	-13%	-25%	64%[activator]	-8	-7%	19%	-5%	?	-2%
Cn1ncc(Cl)c1C(=O)N1CCC2(CC1)OCCO2	4%	13%	-20%	-9	-3%	6%	11%	-5%	-8%
CC12CN3CC(C)(CN(C1)C3c1ccco1)C2=O (centres undefined)	13%	-13%	-2%	-9	-5%	42%	-1%	-6%	-8%
Cn1c(O)c(C=Nc2ccc(Br)cc2)c(=O)n(C)c1=O	-12%	-2%	108%[activator]	9	-2%	36%	57%[activator]	1%	10%
O=c1[nH]c(=S)n(C2CC2)c(O)c1C=Nc1cccc(C(F)(F)F)c1	-8%	?	-22%	.	2%	-19%	3%	36%	-9%

An excerpt; rates above refer to the full screens.
